# 12-LOX inh: blocks human arachidonate 12S-lipoxygenase; Potency, µM (highest dose often 108 µM), inactives show top-dose activity change, negative = inhibition, most hits filed as inhibitors; P18054; AID 1671190; purified 12hLO, xylenol orange hydroperoxide absorbance; 1.1% of 580,000 active; note: potency is the fitted concentration of half-maximal effect; % is set by controls: 0 for no effect and ±100 for the full control effect
#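 Hydroperoxide product was detected by ferrous iron/xylenol orange as the 573 to 405 nm absorbance ratio. Arachidonic acid at 40 uM (final) was turned over for 30 min at room temperature by 150 nM human 12hLO, pH 7.0 Hepes buffer, after 15 min compound preincubation.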
# Pol beta inh: inhibitors of human DNA polymerase beta | P06746 | Pol beta primer extension/strand displacement, fluorescence kinetic | Potency, µM (series often up to 114 µM), for inactives: at the top dose activity change, negative = inhibition, most hits filed as inhibitors | 1.3% of 340,000 active | AID 485314; note: potency is the fitted concentration of half-maximal effect; % is set by controls: 0 for no effect and ±100 for the full control effect
#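 Human Pol beta at 10 nM; strand-displacement substrate 50 nM final. Compound exposure 15 min at room temperature before start, reaction 10 min at room temperature.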
# BLM helicase inh: inhibitors of human Bloom syndrome helicase BLM; recombinant BLM DNA unwinding, fluorescence dequenching; Potency, µM (series often up to 56.1 µM), without a hit: at the highest dose activity change, negative = inhibition, hits mostly inhibitors; 0.2% of 350,000 active;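 note: potency is the fitted concentration of half-maximal effect; plate controls were vehicle for no effect and no enzyme for full effect; nearly all actives have a fitted effect of over 35% in size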
# TRHR ag: agonists of human TRH receptor. 0.18% of 360,000 active. P34981. TRHR cells, calcium flux fluo-8, FDSS agonist mode. AID 493084. activation, % at 2 µM; in the data active = activation above about 30%; note: 0% is about no effect
#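 Agonist-mode FDSS calcium read (Ex 480/Em 530, 1 s cycles) in 1536-well TRHR cells with fluo-8 dye, after 10-cycle baseline and 23 nL compound addition; TRH at EC20 (10 nM final) added afterwards for the enhancer phase.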
# APE1 inh: APE1 (human) endonuclease inhibition; P27695; recombinant APE1, TAMRA/BHQ-2 abasic DNA cleavage fluorescence; Potency, µM (top dose mostly 65.8 µM), for the others: top-dose activity change, negative = inhibition, usual class: inhibitors; 0.35% of 350,000 active; AID 2517;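 note: potency is the fitted concentration of half-maximal effect; plate controls were vehicle for no effect and reference inhibitor for full effect; nearly all actives have a fitted effect of over 55% in size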
#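 APE1 at 0.75 nM final was preincubated with compound 15 min at room temperature, then 50 nM double-stranded THF abasic-site substrate (5'-TAMRA/3'-BHQ-2) was added. Fluorescence (ex 525/em 598 nm) was read kinetically; third-minus-first read gave activity.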
# POLI inh: blocks human DNA polymerase iota activity | Q9UNA4 | Pol iota fluorescent replication assay, 10 min | Potency, µM (top dose mostly 115 µM), inactives show top-dose activity, negative = inhibition, hits mostly inhibitors | 1% of 390,000 active | AID 588590; note: potency is the fitted concentration of half-maximal effect
#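 Fluorescent replication assay read twice, at 0 min and 10 min after adding 50 nM (final) substrate. Enzyme (10 nM) and compounds were first incubated 15 min at room temperature; enzyme-free buffer wells were negative controls.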
# POLK inh: blocks human DNA polymerase kappa activity | Q9UBT6 | purified Pol kappa, fluorescent DNA synthesis assay, 10 min | Potency, µM (doses to about 107 µM), without a hit: at the highest dose activity, negative = inhibition, actives largely listed as inhibitors | 0.53% of 400,000 active; note: potency is the fitted concentration of half-maximal effect; % is set by controls: 0 for no effect and ±100 for the full control effect
# Target sequence (Q9UBT6 whole entry, looked up): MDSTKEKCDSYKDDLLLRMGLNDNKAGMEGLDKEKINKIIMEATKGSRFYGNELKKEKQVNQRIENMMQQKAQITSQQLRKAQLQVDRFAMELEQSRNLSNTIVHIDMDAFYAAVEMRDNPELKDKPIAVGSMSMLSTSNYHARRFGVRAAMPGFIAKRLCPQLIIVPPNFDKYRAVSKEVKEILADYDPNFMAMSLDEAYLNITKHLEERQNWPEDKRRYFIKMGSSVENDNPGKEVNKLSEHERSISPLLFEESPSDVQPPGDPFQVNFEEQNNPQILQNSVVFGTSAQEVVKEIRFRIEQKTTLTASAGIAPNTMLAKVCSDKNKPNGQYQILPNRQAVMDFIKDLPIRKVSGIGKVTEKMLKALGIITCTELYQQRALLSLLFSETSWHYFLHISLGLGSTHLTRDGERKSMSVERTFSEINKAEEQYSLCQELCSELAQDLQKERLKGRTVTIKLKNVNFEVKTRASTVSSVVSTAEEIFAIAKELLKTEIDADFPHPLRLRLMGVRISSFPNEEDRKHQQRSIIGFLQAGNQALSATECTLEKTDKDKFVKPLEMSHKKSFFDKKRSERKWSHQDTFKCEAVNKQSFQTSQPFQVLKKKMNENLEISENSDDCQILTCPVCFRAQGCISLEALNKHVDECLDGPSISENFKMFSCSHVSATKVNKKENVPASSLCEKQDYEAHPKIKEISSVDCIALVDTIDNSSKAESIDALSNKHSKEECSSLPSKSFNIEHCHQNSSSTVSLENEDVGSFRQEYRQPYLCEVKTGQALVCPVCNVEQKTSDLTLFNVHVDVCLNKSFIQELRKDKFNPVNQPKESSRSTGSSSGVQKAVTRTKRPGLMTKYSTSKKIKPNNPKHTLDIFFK
#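 50 nM final substrate added after 15 min RT preincubation of 10 nM Pol kappa with compound; fluorescence read at 0 and 10 min.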
# ERG-DNA inh: inhibitors of human ERG Ets domain-DNA interaction; 0.028% of 370,000 active; fluorescence polarization, His-ERG Ets domain / labelled DNA; Potency, µM (series often up to 76.9 µM), for inactives: at the top dose FP activity, negative = inhibition, most hits filed as inhibitors; P11308; active = well fitted inhibition curve with a large enough effect in the polarisation, with a control signal flat; inconclusive = small, poorly fitted or top-dose-only effect, or effect the other way, or a change in a side signal; inactive = no such curve, though single readings can be large or run the other way; the % refers to the polarisation;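 note: polarization taken with two DNA probes labelled with fluorescein and Texas red; potency is the fitted concentration of half-maximal effect; % of control where 0% means no effect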
#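 His-tagged ERG Ets domain (1 uM in the protein solution; 300mM KCl, 50mM Tris-HCl, 1mM EDTA, 1mM DTT, pH 7.5) received compound, then a probe mix of 5 nM fluorescein-DNA and 100nM Texas-615-DNA. Fluorescence polarization was read for both dyes.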
# Anesthetic bind: candidate novel general anesthetic via apoferritin binding. P02791. apoferritin/1-aminoanthracene competitive binding, fluorescence. Potency, µM (highest dose often 77.5 µM), for inactives: at the top dose activity change, negative = displacement, usual class: inhibitors. 0.074% of 350,000 active. AID 485281; note: potency is the fitted concentration of half-maximal effect; % is set by controls: 0 for no effect and ±100 for the full control effect; nearly all actives have a fitted effect of over 20% in size
# Target sequence (P02791 2-175 limits assumed): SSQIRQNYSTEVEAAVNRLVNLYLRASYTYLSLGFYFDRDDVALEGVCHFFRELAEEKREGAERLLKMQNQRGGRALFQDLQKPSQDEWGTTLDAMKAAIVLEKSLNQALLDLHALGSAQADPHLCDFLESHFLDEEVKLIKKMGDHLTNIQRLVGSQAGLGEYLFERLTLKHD
#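 Concentration-response curves derived by four-parameter Hill fitting of normalized fluorescence, where compounds displaced 1-AMA from 10 uM horse apoferritin following a brief 10 min room-temperature incubation; propofol titration acted as positive control.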
# Starred values were filed as active, the others as inactive; u = inconclusive; x = not tested or not shown; & = joins results of further samples; [ ] = dose if it differs, or a comment. Unless noted, calls come from the whole dose curve; as a rule, active = well fitted curve in the direction sought with a large enough effect; inconclusive = small, poorly fitted or top-dose-only effect, or another doubt; inactive = no such curve, though single readings can be large; an effect the other way counts as inactive or inconclusive.
canonical_smiles | POLI inh | TRHR ag | BLM helicase inh | ERG-DNA inh | Anesthetic bind | POLK inh | Pol beta inh | APE1 inh | 12-LOX inh
O=c1[nH]c(NCc2ccccc2)nc2c1CCC2 | 9.5% | 0.2 | -5.2% | -7.3% | -15.5% | 4.3% | -3.5% | -0.4% | 2.7%
COc1cccc(OCC(O)CNC(=O)c2oc3ccc(C)cc3c2C)c1 (stereo not drawn) | 161.2%[activator] | 0.0 | -8.9% | 1.7% | u | -3.9% | 5.4% | -6.3% | 23.7%
Cc1ccc(S(=O)(=O)C(CCC(=O)N2CCOCC2)S(=O)(=O)c2ccc(C)cc2)cc1 | 3.9% | -0.2 | -0.8% | 5.6% | -11.6% | -8.2% | -2.1% | 1.1% | -7.6%
Nc1[nH]ncc1C(=O)Nc1cccc(C(F)(F)F)c1 | -11.8%[58.9 µM] | 0.2 | -2.5% | -19.0% | u | -15.1% | 1.0% | -6.1% | 0.0%
Cc1ccc(NCN2C(=O)c3ccccc3C2=O)c(C)c1 | u | 0.7 | -7.6% | 4.5% | -12.3% | -17.9% | -8.2% | -10.3% | -7.4%
O=C(C1Cc2ccccc2CN1S(=O)(=O)c1ccccc1[N+](=O)[O-])N1CCOCC1 (stereo not drawn) | 10.6% | x | x | -3.5% | x | -4.0% | x | 17.3% | 9.4%
O=C(NNC(=O)c1cc2cc3ccccc3nc2s1)c1cccc(C(F)(F)F)c1 | u | x | -10.3% | 1.0% | -7.6% | u | 22.4µM* | u | 0.0%
NS(=O)(=O)c1ccc(NC(=O)C2Cc3ccccc3N2C(=O)c2ccccc2)cc1 (stereo not drawn) | 4.2% | 0.0 | -3.0% | -2.4% | -4.9% | -1.2%[60.1 µM] | 14.2% | x | -14.9%
C=CCNc1nc(C(=O)OCC(=O)Nc2ccccc2C(F)(F)F)cs1 | 37.0% | -0.3 | x | -5.1% | x | -2.2% | x | 16.0% | -14.4%
CCOC(=O)c1c(NC(=O)CSc2nnc(C)c(=O)[nH]2)sc(C)c1-c1ccc(C)cc1 | 13.6% | 0.2 | -4.2% | 7.6% | -0.1% | 3.7% | 3.3% | 2.7% | -10.7%
CC1(c2ccc(OC(F)F)cc2)NC(=O)N(CC(=O)Nc2cccnc2Cl)C1=O (stereo not drawn) | 16.8% | 6.4 | x | -1.2% | x | -17.7% | x | 9.7% | 8.3%
COc1ccc(N(CCC(=O)O)S(=O)(=O)c2ccc(C)cc2C)cc1 | 124.0%[activator] | -0.1 | -2.5% | -10.7% | -2.3% | -4.5% | 22.3% | -0.6% | -3.3%
COc1cc(OC)cc(-c2cc(N3C(=O)Nc4ccccc4N3O)n[nH]2)c1 | -1.7% | -0.8 | 3.5% | 10.3% | -10.3% | -18.5% | 0.5% | -0.1% | -5.2%&-6.2%
COC(=O)CSc1ccc(-c2nc3ccc(C)cc3[nH]2)cn1 | -3.6% | -0.2 | -1.5% | -7.8% | -10.6% | -0.9% | u | -2.6% | 71.7%[activator]
CN(Cc1ccc(Cl)cc1)C(=O)c1ccccc1SCC(=O)N1CCCC1 | 33.2%[activator] | 0.0 | x | 9.9% | x | 3.5% | x | 2.7% | 4.7%
Cc1noc(C)c1NC(=O)N(C)C[C@H]1Oc2ccc(NC(=O)C3CCCCC3)cc2C(=O)N([C@H](C)CO)C[C@@H]1C | 17.7% | x | x | 11.4% | x | 8.7% | x | 3.4% | u
Cc1ccccc1NC(=O)C(C)OC(=O)C1CC(=O)N(Cc2ccco2)C1 (stereo not drawn) | 34.3%[activator] | -1.7 | x | 6.7% | x | 18.6% | x | -8.6% | 222.1%[activator]
Cc1ccnc(NC(=O)CCC(=O)N(CC(=O)NCCc2ccccc2)c2ccccc2F)c1 | 87.9%[activator] | -0.1 | -2.6% | -6.6% | 1.0% | -10.9% | 3.4% | -16.1% | -1.1%
CCc1cccc(C)c1NC(=S)NCc1ccc2[nH]c(C)cc2c1 | 2.4% | 0.4 | -7.4% | -12.4% | -0.4% | 0.5% | -27.7% | 4.0% | -7.4%[57.4 µM]
Cc1ccc2c(c1)-c1nc(-c3ccc(Cl)cc3)cc(-c3coc4ccccc4c3=O)c1CO2 | -12.8% | -2.8 | 1.2% | 0.2% | 42.4%[activator] | -12.8% | 15.4% | x | -7.8%
COc1ccc(C(=O)Oc2ccc3c(c2)OCO3)cc1OC | 5.0% | 0.1 | -1.8% | -1.2% | -20.8% | -12.5% | -15.0% | -6.2% | -23.5%
CC(Oc1cc2oc(=O)c3c(c2cc1Cl)CCC3)C(=O)NCC1CCC(C(=O)O)CC1 (stereo not drawn) | 14.1% | 0.2 | 2.4% | 1.9% | -9.0% | -2.8% | 110.8% | -9.2% | 5.8%
CCCCN(C(=O)C(CCSC)N1C(=O)c2ccccc2C1=O)c1c(N)n(CCC)c(=O)[nH]c1=O (stereo not drawn) | 18.8% | 0.4 | x | 1.6% | x | -3.8% | x | -6.5% | -25.3%
COc1cccc(N2CCN(C(=O)c3ccc(CS(=O)c4ccc(C)cc4)o3)CC2)c1 (stereo not drawn) | -14.1% | 0.3 | -4.0% | 16.5% | -8.2% | 0.2% | 5.4% | 79.5%[activator] | -20.8%
Cc1csc(CNc2ncnc3ccc(-c4ccccc4Cl)cc23)c1 | 15.7% | 0.6 | x | x | x | 2.3% | x | -9.1%&9.2% | u
CCCCCSc1ncccc1C(=O)O | 1.6%[58.9 µM] | 0.1 | 2.0% | -4.0% | -6.3% | -2.2% | 8.2% | 0.0% | 21.2%
CCc1ccc(C(=O)NNC(=O)C2CCN(c3ncnc4sc(C)c(C)c34)CC2)cc1 | -10.0% | 0.3 | x | 0.6% | x | -8.8% | x | 7.2% | -1.0%
CC(C)N(C#N)c1nc(N2CCOCC2)nc(N2CCOCC2)n1 | 17.9% | -0.6 | -1.7% | 0.0% | -6.5% | -10.1% | 44.2% | 0.5% | 90.3%[activator][57.4 µM]
COc1cccc(CCc2nnc(CCC(=O)N3CCN(Cc4ccccn4)CC3)o2)c1 | 24.0% | 0.2 | 0.7% | -0.2% | -7.2% | -1.1% | 13.4% | 13.6% | -1.2%
OCc1ccccc1O | x | x | -5.9% | x | -1.2% | -4.6%[60.1 µM] | x | -3.7% | -2.3%
CN(C)S(=O)(=O)c1ccc(NC(=O)c2c(F)cccc2Cl)cc1 | 0.7% | -0.1 | -1.2% | -0.8% | -18.8% | -16.5% | 1.3% | -3.8% | 10.5%
Nc1nc2ccccc2n1/N=C/c1cccnc1 | 73.9%[activator] | x | x | 2.9% | x | -11.8% | x | x | -2.8%
CSCCC(NC(=O)COc1ccccc1)C(=O)N1CCCC(C)C1 (stereo not drawn) | -24.5% | -1.1 | -0.9% | 5.6% | -22.1% | -2.8% | 17.4% | 3.3% | 0.0%
O=C(Nc1cc(F)ccc1F)c1ccc2c(c1)nnn2C1CCCC1 | -14.9% | -0.4 | -5.9% | -2.4% | -11.5% | 22.8% | -15.4% | x | 0.6%
O=C(NN1C(=O)c2cc(Br)ccc2NC1c1ccccc1Cl)c1ccncc1 (stereo not drawn) | -17.1% | 0.2 | -1.3% | x | -11.1% | -4.0% | 1.9% | 6.5% | -20.4%
Cc1ccc(C(=O)NC(=S)Nc2ccccc2N2CCOCC2)cc1C | u | 0.2 | -4.9% | 20.6% | -8.5% | 6.3% | 1.8% | 43.1%[activator] | x
Cc1ccc(-c2onc(C)c2C)cc1S(=O)(=O)NCc1ccco1 | -2.5% | -0.5 | -1.9% | 0.9% | u | -8.4% | 2.0% | x | -8.2%
CC(C)CN(C)C(=O)CC1C(=O)NCCN1C (stereo not drawn) | -1.2% | 0.1 | -1.9% | 2.8% | -2.1% | 0.3% | 36.5% | 22.7% | x
CC1CN(C(=O)CCC(=O)N2CCOCC2)c2ccccc2O1 (stereo not drawn) | 7.9% | 0.1 | -0.9% | -22.9% | -8.8% | -5.8% | 4.0% | 41.5%[activator] | 23.1%
S=C(NCCN1CCOCC1)NC1CCCCC1 | -12.9% | 0.1 | -1.2% | -1.6% | 2.7% | 4.4% | -22.3% | u | 3.4%
COc1cccc(-c2nn(-c3ccccc3)cc2C(=O)O)c1 | 8.9% | 0.0 | 1.5% | -2.3% | -7.1% | 2.2% | 0.1% | 2.8% | 3.6%
CCN(C#N)c1nc(NC(C)C)nc(NC(C)(C)C)n1 | 85.7%[activator] | 2.1 | -4.5% | -6.2% | -14.1% | -1.0% | 6.5% | 2.4% | -2.8%
Cn1c(=O)c2c3c(sc2n2c(SCc4ccccc4)nnc12)CCCC3 | x | -0.6 | 0.2% | x | 3.7% | x | -1.8% | -4.9% | x
O=C(CCNS(=O)(=O)c1ccccc1C(F)(F)F)NCCCc1ccccc1 | 58.5%[activator] | -0.9 | x | -5.0% | x | -12.2% | x | 31.0% | 0.0%
O=C(O)c1cc(NS(=O)(=O)c2ccc3ccccc3c2)ccc1O | u | -0.1 | -2.4% | -9.3% | -1.0% | -7.4% | -13.2% | -0.3% | 0.0%
COc1ccc(-c2ccnc3nc(-n4cccc4)nn23)cc1 | u | -0.1 | 0.3% | -3.5% | u | -2.7% | 3.2% | 0.7% | 9.7%
CCCN(CC(=O)Nc1ccccc1OC)C(=O)c1ccc(S(=O)(=O)NCc2ccco2)cc1 | 4.3% | 0.0 | x | -0.4% | x | 5.6% | x | -5.6% | -2.6%
CCOC(=O)C1CCCN(C(=O)c2ccccc2Oc2ccccc2)C1 (stereo not drawn) | 11.1% | -0.6 | -3.4% | -5.6% | -11.8% | -0.5% | 10.3% | -2.0% | -4.0%
COc1ccc(-c2cn3cc(Br)cnc3n2)cc1 | u | -0.8 | -2.5% | 3.4% | -6.9% | 1.0% | 20.0% | -0.4% | -3.4%

# Pol beta inh: what is marked active above.
mol,POLI inh,TRHR ag,BLM helicase inh,ERG-DNA inh,POLK inh,Pol beta inh,APE1 inh,12-LOX inh
O=C(NNC(=O)c1cc2cc3ccccc3nc2s1)c1cccc(C(F)(F)F)c1,u,x,-10.3%,1.0%,u,22.4µM*,u,0.0%

# A portion of the library; rates above refer to the full screens.
